SENP1 FRET inh = inhibitors of human SENP1 SUMO protease catalytic domain. Q9P0U3. AID 624204. actives 0.21% (n = 360,000). recombinant SENP1 catalytic domain, CyPet-SUMO1-YPet FRET cleavage. inhibition, % at 10 µM;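 active = inhibition at least 30% at 10 µM, raw YFP signal under a set limit, fluorescence ratio 0.5 to 1.5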;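 note: 0% = enzyme with DMSO and 100% = no enzyme wells; some results filed as inactive read as strong as hits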
Target sequence (Q9P0U3 419-644 limits assumed): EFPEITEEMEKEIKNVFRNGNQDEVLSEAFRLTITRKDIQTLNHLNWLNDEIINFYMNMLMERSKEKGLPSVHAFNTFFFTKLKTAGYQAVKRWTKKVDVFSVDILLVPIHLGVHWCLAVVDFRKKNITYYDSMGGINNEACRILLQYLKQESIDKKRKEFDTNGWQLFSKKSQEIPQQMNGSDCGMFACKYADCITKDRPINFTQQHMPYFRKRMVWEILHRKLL
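Assay system: hSENP1 catalytic domain, recombinant. Amount: SENP1 enzyme, 20 pM final. Schedule: 50 min reaction, RT, dark. Technique: FRET, CFP and YFP emission. Control set: no-enzyme wells low, DMSO-plus-enzyme wells high control.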
SENP8 inh = inhibitors of human SENP8 protease; recombinant SENP8, Nedd8 substrate fluorescence; inhibition, % at 20 µM; actives 0.64% (n = 360,000); AID 602440; in the data active = inhibition mostly above about 40%, no sharp cut-off; inactive = mostly below about 27%
Target sequence (Q96LD8 whole entry, looked up): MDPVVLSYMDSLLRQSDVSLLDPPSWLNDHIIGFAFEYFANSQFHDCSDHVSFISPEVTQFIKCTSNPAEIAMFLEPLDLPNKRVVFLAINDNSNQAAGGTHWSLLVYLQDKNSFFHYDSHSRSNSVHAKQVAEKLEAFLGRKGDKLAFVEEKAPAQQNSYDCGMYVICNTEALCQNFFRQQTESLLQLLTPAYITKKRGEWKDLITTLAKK
* hit, by the source's call; i = inactive. These rows are one share of the data (hit frequency here may not be typical).

SMILES	SENP1 FRET inh	SENP8 inh
CCn1c(SCC(=O)N2CCCCC2)nc2c([nH]c3ccccc32)c1=O	0	-17
Clc1ccc(C=NN2CCCCCC2)cc1	0	10
Cc1ccc(S(=O)(=O)N2C[C@H]3C(=O)C[C@@H](c4ccc(Cl)cc4)N(S(=O)(=O)c4ccccc4C)[C@H]3C[C@H]2c2ccccc2)cc1	-2	-13
CN(C(=O)COc1ncnc2ccc(Br)cc12)C1CCCCC1	3	-1
Cn1c(NCCN2CCCC2)nc2cc(-c3cccc(C(F)(F)F)c3)sc2c1=O	2	-68
ClCCn1c(CCl)nc2ccc(Cl)cc21	2	18
CCc1nc2c(OCc3ccccc3C)cccn2c1N(C)C(=O)C1CC1	1	5
CCCc1nc2c(=O)n(C)c(=O)nc-2n(C)n1	34*	120*
CN1CCN(c2ccc(S(=O)(=O)N3CCCCC3)cc2NC(=O)CSC(C)(C)C)CC1	1	19
C[C@@H]1CN([C@H](C)CO)C(=O)CCCn2nncc2CO[C@H]1CN(C)S(C)(=O)=O	2	11
Cc1c(-c2ccc(OCCN3CCOCC3)cc2)c(=O)oc2ccc3ccccc3c12	0	-382
O=C1NC(=S)NC1Cc1ccc(O)cc1 (configuration not stated)	0	3
CCCCn1c(N)c(N(CCOC)C(=O)c2cc(S(=O)(=O)N3CCOCC3)ccc2Cl)c(=O)[nH]c1=O	-7	-6
Cc1ccc(C2=NN=C(NC(=O)C(F)(F)F)SC2)cc1	-1	-1
O=c1oc2cc(O)ccc2cc1-c1nc2c(s1)CCc1ccccc1-2	-24	-413
CC(=O)NC(c1ccc(F)c(F)c1)c1nc(-c2cccc(C(F)(F)F)c2)cs1 (configuration not stated)	1	-212
CC1(C(=O)NS(=O)(=O)c2ccc(C#N)cc2)CCN1C(=O)Cc1cc(F)ccc1F (configuration not stated)	0	11
COc1cccc(C(Nc2ccccc2)c2ccc3ccc(C)nc3c2O)c1 (configuration not stated)	-1	18
O=C(Nc1ccccc1F)c1nc[nH]c1C(=O)NCc1ccccc1	0	8
CCCNC(=O)C1(C)CCN(C(=O)C2(c3ccc(Cl)cc3)CCCC2)C1 (configuration not stated)	0	10
Cc1ccc(F)cc1C(=O)N1CCCC(c2cc(C(=O)Nc3ccccc3)no2)C1 (configuration not stated)	2	9
CCOC(=O)C1(C)CCCCN1C(=O)c1ccccc1OC (configuration not stated)	4	8
CCCCC(=O)N(C)c1c(CC)nc2c(OCc3ccc(C#N)cc3)cccn12	-1	16
CC1=C(C(=O)N2CCOCC2)CC(CC(=O)NCCCN(C)C)C(=O)N1CCC1=CCCCC1 (configuration not stated)	0	20
CCCc1c(C(=O)N/N=C/C=C/c2ccccc2)nnn1-c1nonc1N	9	-5
O=C(Nc1ccc(F)cc1)C(CCc1ccccc1)N1CCN(Cc2c(F)cccc2Cl)CC1 (configuration not stated)	-30	18
C[C@H](CO)N1C[C@H](C)[C@@H](CN(C)Cc2ccncc2)OCCCC[C@H](C)Oc2ccc(NC(=O)CCCN(C)C)cc2C1=O	0	18
Oc1ccc2ccccc2c1/C=C/c1ccc2c(Br)cc(Br)c(O)c2n1	-31	-383
O=C(Nc1c2c(nn1-c1ccccc1)CS(=O)(=O)C2)c1ccc(Br)o1	0	10
CSc1ccc(OC2(C)CCN(Cc3ccc(OC(F)(F)F)cc3)C2)cc1 (configuration not stated)	2	25
CC1(C(=O)NCc2ccccc2Br)CCN1Cc1ccc2ccccc2c1 (configuration not stated)	1	13
COCCNc1nc(-c2ccc(OC)cc2C)c2sc(-c3ccccc3)cc2n1	-32	i
C(=Cc1nc2ccccc2o1)c1ccc2c(c1)OCO2	-9	-486
CC1(C(=O)NCC2CC2)Cc2c(-c3ccccc3)ccnc2O1 (configuration not stated)	-1	15
Cc1cc2oc(=O)cc(CN(C)Cc3ccccc3)c2cc1Cl	0	3
COc1ccccc1-c1cccc(-c2nc(C(=O)Nc3nccs3)cc3c2[C@@H](CCO)N(C(C)=O)C3)c1	-1	-5
C[n+]1cccc(NC(=O)c2ccccc2)c1	-1	7
O=C(NN=Cc1ccc2c(c1)CCC2)c1ccccc1[N+](=O)[O-]	3	20
CC1(C(=O)NCc2cccs2)Cc2c(-c3cccc(C(F)(F)F)c3)ccnc2O1 (configuration not stated)	-1	-2
Nc1[nH]c(C(=O)c2ccccc2)c(-c2cccc3ccccc23)c1C(=O)NCc1ccccc1	-2	4
Cc1noc(C)c1S(=O)(=O)N(C)C[C@H]1OCc2cnnn2CCCC(=O)N([C@@H](C)CO)C[C@H]1C	3	16
COc1cc(NC(=O)COc2ccccc2[N+](=O)[O-])ccc1NC(=O)c1cccs1	1	23
CC(OC(=O)c1nc(Cl)ccc1Cl)C(=O)NCc1ccccc1 (configuration not stated)	5	9
COc1ccc(Cc2c(-c3ccc(C#N)cc3)nc3c4ccccc4ccn23)c(C)c1	-13	-383
Cc1cc(=O)[nH]c(NC(=O)Cc2ccccc2)n1	-1	10
OC[C@@H]1CN(Cc2ccc(Cl)cc2)C[C@H](n2cnc3c(N4CCCC4)ncnc32)O1	-2	14
COc1cccc(CNC(=O)[C@@H]2CCCN2C(=O)[C@@H]2CCCN2S(=O)(=O)c2ccc(OC)c(C)c2)c1	5	9
O=C(Cc1ccc(NC(=O)C2CCCN(C(=O)C3CCC3)C2)cc1)Nc1cccc(C(=O)N2CCCC2)c1 (configuration not stated)	2	-5
C=CCSc1nnc(CSc2nc3sc4c(c3c(=O)[nH]2)CCCC4)n1-c1ccccc1	-3	-446
Cc1ccc([C@H]2N[C@]3(CCCN(Cc4ccc(Br)cc4)C3=O)[C@H]3C(=O)N(C)C(=O)[C@@H]23)cc1	1	-19
COc1ccc([C@H]2C[C@H](O)[C@@H](n3cc(COC(=O)c4ccccc4)nn3)CN2CC2CCCCC2)cc1	0	-4
CCc1nc2ccc(C(=O)NC3CCN(Cc4ccccc4)CC3)cn2c1N(C)Cc1ccc(N(C)C)cc1	-3	11
CC(=O)N1CCc2cc(S(=O)(=O)C(C)CC(=O)NCc3ccco3)ccc21 (configuration not stated)	-2	14
CCOC(=O)CCCCCC(=O)Nc1ccc2c(c1)C(=O)N([C@@H](C)CO)C[C@@H](C)[C@H](CN(C)C(=O)c1ccncc1)OCCCC[C@H](C)O2	-2	4
C=CCNC(=O)c1ccc(OC)cc1	5	23
O=C(Nc1ccc2c(c1)OCCO2)C1c2ccccc2OCC(=O)N1CCc1ccccc1 (configuration not stated)	1	3
COc1ccc([C@H]2CC(=O)C[C@@H](CCn3cc(-c4ccccn4)nn3)O2)cc1	-4	3
CC1(C(=O)Nc2ccc3c(c2)OCCO3)CCC(=O)N1C1CC1 (configuration not stated)	-1	8
CC(C)(C)OC(=O)N(CCc1ccccc1)Cc1cccc(OCc2cccc(NC(=O)C3CC3)c2)c1	1	5
O=C(CNC(=S)N(Cc1ccccc1)Cc1cccs1)NCc1ccc(F)cc1	3	11

Reformatted: results already given
CCCCn1c(N)c(N(CCOC)C(=O)c2cc(S(=O)(=O)N3CCOCC3)ccc2Cl)c(=O)[nH]c1=O
  SENP1 FRET inh: -7
  SENP8 inh: -6

Cc1ccc(C2=NN=C(NC(=O)C(F)(F)F)SC2)cc1
  SENP1 FRET inh: -1
  SENP8 inh: -1

O=c1oc2cc(O)ccc2cc1-c1nc2c(s1)CCc1ccccc1-2
  SENP1 FRET inh: -24
  SENP8 inh: -413

CC(=O)NC(c1ccc(F)c(F)c1)c1nc(-c2cccc(C(F)(F)F)c2)cs1 (configuration not stated)
  SENP1 FRET inh: 1
  SENP8 inh: -212

Next compounds follow:
SMILES	SENP1 FRET inh	SENP8 inh
COc1ccc(OC)c(NC(=O)C2(C)CCN2C(=O)CC2CC2)c1 (configuration not stated)	0	11
COc1cccc(-c2cnc3c(NC=O)cc(-c4cc(C)c(O)c(C)c4)cn23)c1	-16	-113
CC1(C(=O)NS(=O)(=O)c2ccc(Br)cc2)CCN1C(=O)CCC1CCCC1 (configuration not stated)	2	15
COc1ccc(N=C2SCC(=O)N2C)cc1	2	15
Cc1cc(Br)ccc1OCc1nnc(-c2ccccc2)o1	2	10
c1ccc2oc(-c3ccc(Nc4nc(N5CCOCC5)nc(N5CCOCC5)n4)cc3)nc2c1	-15	-443
CCOc1ccc(OCC(=O)OCC(=O)N2CCN(S(=O)(=O)c3ccc(C)cc3C)CC2)cc1	1	4
Cc1nn2c3ccccc3nc2n(C)c1=O	1	20
C[C@H]1CN([C@@H](C)CO)S(=O)(=O)c2ccc(-c3cncnc3)cc2O[C@H]1CN(C)C(=O)NC1CCCC1	0	-25
O=C(Nc1ccc(C(=O)O)cc1)/C(=C\c1ccc([N+](=O)[O-])cc1)NC(=O)c1ccco1	3	15
CC(C)=CCC[C@H](C)CC1Cc2[nH]c(=S)[nH]c(=O)c2C(c2ccc(F)cc2)O1 (some centres not stated)	-3	26
C[C@@H]1CCCCO[C@H](CN(C)S(=O)(=O)c2ccc(F)cc2)[C@@H](C)CN([C@H](C)CO)C(=O)c2cc(NC(=O)Nc3ccc(C(F)(F)F)cc3)ccc2O1	-1	8
CC1(C(=O)NCC2CC2)Cc2c(-c3cccc(C(N)=O)c3)ccnc2O1 (configuration not stated)	0	1
CN(CC(=O)Nc1cccc(F)c1)C(=O)C1CCC(C(=O)N(C)CC(=O)Nc2cccc(F)c2)CC1 (configuration not stated)	0	5
O=C(O)C1=CCCc2ccc(F)cc21	1	13
COc1ccc(OC)c(CN2C(=O)CN(S(C)(=O)=O)CC2(C)C(=O)NCc2ccccc2)c1 (configuration not stated)	0	18
CC(=O)NC(c1ccc(F)c(F)c1)c1nc(-c2ccccc2)cs1 (configuration not stated)	1	-23
Cc1cccc(N2C(N)=NC(N)=NC23CCCCC3)c1	0	2
CCCCNC(=O)C1(C)CCC(=O)N1CCCn1ccnc1 (configuration not stated)	1	15
Cc1ccccc1S(=O)(=O)N(C)C[C@@H]1OCc2cnnn2CCCC(=O)N([C@@H](C)CO)C[C@@H]1C	0	14

Reprinted at random: 4 entries already listed.
SMILES	SENP1 FRET inh	SENP8 inh
COc1ccc(OC)c(NC(=O)C2(C)CCN2C(=O)CC2CC2)c1 (configuration not stated)	0	11
CCCCNC(=O)C1(C)CCC(=O)N1CCCn1ccnc1 (configuration not stated)	1	15
C[C@H]1CN([C@@H](C)CO)S(=O)(=O)c2ccc(-c3cncnc3)cc2O[C@H]1CN(C)C(=O)NC1CCCC1	0	-25
COc1ccc(OC)c(CN2C(=O)CN(S(C)(=O)=O)CC2(C)C(=O)NCc2ccccc2)c1 (configuration not stated)	0	18

More compounds.
SMILES	SENP1 FRET inh	SENP8 inh
COc1ccccc1C(=O)N1CCN(C(=O)[C@H]2O[C@@H](n3ccc(=O)[nH]c3=O)[C@H](O)[C@@H]2O)CC1	2	12
CCC1(CC)NC(=O)N(CC(=O)OC(C)C(=O)Nc2ccc(S(N)(=O)=O)cc2)C1=O (configuration not stated)	0	22
CC1C(=O)N(Cc2cn(CCC3OCCO3)nn2)CCS(=O)(=O)N1Cc1ccc(-c2ccc(Cl)c(Cl)c2)cc1 (configuration not stated)	0	-17
O=C(c1ccccc1)N(c1ccccc1)c1ccccc1O	2	18
CCOC(=O)C1(C)CCN1C(=O)c1ccc(OC)c(F)c1 (configuration not stated)	-1	6
O=C(NCCc1ccccc1F)C1C(=O)Nc2ccccc2C(=O)N1C1CCCCC1 (configuration not stated)	1	8
COc1cccc(-c2cnc3c(NC(C)=O)cc(-c4ccc(C(=O)NC5CC5)cc4)cn23)c1	-1	-335
COc1cc2oc(=O)cc(CN3CCCC3)c2cc1Cl	-9	-320
CCN(CC)C(=O)C1=C(C)N(CCC2=CCCCC2)C(=O)C(CC(=O)NC2CCCC2)C1 (configuration not stated)	1	6
CCCNC(=O)C1(C)CCCN(C(=O)c2ccc(OC)cc2OC)C1 (configuration not stated)	1	10
C#CCN(C[C@H]1[C@H](OC(=O)NCc2ccccc2F)[C@H](OC(=O)NCc2ccccc2F)C[C@H]2C(=O)N(c3ccccc3)C(=O)[C@@H]12)S(=O)(=O)c1ccc(C)cc1	1	-6
O=c1c2ccccc2ncn1CCc1ccncc1	1	22
CCc1c(Nc2ccccc2Cl)nc(N)[nH]c1=O	-1	7
O=[N+]([O-])c1ccc(NC2CCCCC2)nc1	1	22

Structural class, the entries above containing an aryl thioether with sulfur outside any ring (three)
SMILES	SENP1 FRET inh	SENP8 inh
CCn1c(SCC(=O)N2CCCCC2)nc2c([nH]c3ccccc32)c1=O	0	-17
CSc1ccc(OC2(C)CCN(Cc3ccc(OC(F)(F)F)cc3)C2)cc1 (configuration not stated)	2	25
C=CCSc1nnc(CSc2nc3sc4c(c3c(=O)[nH]2)CCCC4)n1-c1ccccc1	-3	-446

Compound activity: PubChem, Sanford-Burnham Center for Chemical Genomics
